Source: PubChem
HEK293 tox – Cytotoxic Profiling in HEK 293 Cell Line of Diverse Libraries Using Quantitative High-Throughput Screening; HEK 293 viability, ATP luminescence (CellTiter-Glo), 48-72 h; Potency, µM (top dose mostly 115 µM), without a hit: at the highest dose activity change, negative = cytotoxicity, usual class: inhibitors; 94,000 compounds, 6.6% hits; note: potency is the fitted concentration of half-maximal effect; nearly all actives have a fitted effect of over 60% in size
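HEK 293 seeded at 250 cells/well receive compound via pintool. After 48 or 72 hr at 37 degree Celsius, 5% CO2 and 95% humidity, CellTiter-Glo is dispensed and luminescence read following 10 min at room temperature.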
IP6K1 inhibitor – Primary qHTS assay for small molecule inhibitors of Inositol hexaphosphate kinase 1 (IP6K1). activity change, % (series mostly up to about 58 µM). Inositol hexakisphosphate kinase 1 (Homo sapiens), Q92551. 140,000 compounds, 0.81% hits. AID 1645851, 2021. IP6K1 kinase, ADP-Glo luminescence, 2 h; active compounds read low; in the data active = activity change below about -25%
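ADP-Glo luminescence measures ADP made by human IP6K1 during a 2 h RT reaction with ATP/IP6 (mix at 1.3 mM/130 uM); top library doses 57.5 and 19.1 uM final.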
3T3 cytotox – Cytotoxic Profiling in NIH 3T3 Cell Line of Diverse Libraries Using Quantitative High-Throughput Screening | Potency, µM (titrated, usually from 96.7 µM), for inactives: top-dose activity change, negative = cytotoxicity, usual class: inhibitors | AID 1345082, 2018 | 94,000 compounds, 4.3% hits | NIH 3T3 viability, CellTiter-Glo ATP luminescence, 48-72 h; note: potency is the fitted concentration of half-maximal effect; nearly all actives have a fitted effect of over 55% in size
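First NIH 3T3 cells are plated at 400 cells/well; next compound is pinned in; then plates incubate 48 or 72 hr at 37 °C; finally CellTiter-Glo is added and luminescence read after 10 min.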
FLuc inh – Firefly luciferase inhibition profiling of diverse chemical library using quantitative high-throughput screening; Potency, µM (top dose mostly 115 µM), without a hit: at the top dose activity change, negative = inhibition, hits mostly inhibitors; purified P. pyralis luciferase, luminescence, biochemical; 76,000 compounds, 2.5% hits; AID 1347043, 2019; Luciferin 4-monooxygenase (Photinus pyralis), P08659; note: potency is the fitted concentration of half-maximal effect; nearly all actives have a fitted effect of over 65% in size
Target sequence (P08659 whole entry, looked up): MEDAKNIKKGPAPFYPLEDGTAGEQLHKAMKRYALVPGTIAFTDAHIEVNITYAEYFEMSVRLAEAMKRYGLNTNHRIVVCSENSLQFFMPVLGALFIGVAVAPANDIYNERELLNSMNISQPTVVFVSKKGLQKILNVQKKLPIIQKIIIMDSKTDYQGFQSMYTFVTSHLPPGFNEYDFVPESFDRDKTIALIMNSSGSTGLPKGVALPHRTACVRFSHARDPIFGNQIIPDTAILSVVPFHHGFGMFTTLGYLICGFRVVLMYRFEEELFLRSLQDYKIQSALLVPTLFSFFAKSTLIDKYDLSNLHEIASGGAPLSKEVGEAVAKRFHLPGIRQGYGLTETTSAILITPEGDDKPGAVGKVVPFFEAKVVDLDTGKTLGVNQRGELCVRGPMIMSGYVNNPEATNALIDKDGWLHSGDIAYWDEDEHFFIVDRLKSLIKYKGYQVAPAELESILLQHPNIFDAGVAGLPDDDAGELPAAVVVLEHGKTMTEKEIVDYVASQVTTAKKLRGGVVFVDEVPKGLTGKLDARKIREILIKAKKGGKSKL
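FLuc 10nM, D-luciferin 10uM, ATP 10uM, Mg acetate 10mM, Tris acetate pH 7.5, Tween/BSA; cpd qHTS; enzyme added last; CCD luminescence.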
SNCA viab count – GF-AFC viability counterscreen for inhibitors of alpha-synuclein gene (SNCA) expression | HEK-293-SNCA-luc viability, GF-AFC fluorescence, 24 h | Potency, µM (titrated, usually from 57.1 µM), for the others: top-dose activity change, negative = cytotoxicity, actives largely listed as cytotoxic | 150,000 compounds, 0.12% hits;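 note: potency is the fitted concentration of half-maximal effect; 0% = DMSO-treated cells and -100% = medium-only wells without cells; nearly all actives have a fitted effect of over 30% in size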
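HEK-293-SNCA-luc cells (1500/well) plated 24 h, then exposed 24 h to a dilution series; GF-AFC added 30 min at 37C, fluorescence 405/540 nm; normalised to medium-only and DMSO wells, Hill fit.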
SNCA expr inhib – Primary qHTS assay for inhibitors of alpha-synuclein gene (SNCA) expression. HEK-293 SNCA-luciferase knock-in, luminescence, 24 h. Potency, µM (titrated, usually from 57.2 µM), for the others: at the highest dose activity change, negative = inhibition, actives largely listed as inhibitors. 140,000 compounds, 0.17% hits. AID 1671194, 2021;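 note: potency is the fitted concentration of half-maximal effect; plate controls were DMSO cells for no effect and cell-free wells for full effect; nearly all actives have a fitted effect of over 45% in size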
GPT2 inh – Primary qHTS assay for inhibitors of Glutamate pyruvate transaminase 2 (GPT2); Alanine aminotransferase 2 (Homo sapiens), Q8TD30; Recombinant GPT2, coupled pyruvate oxidase/HRP Amplex Red fluorescence; Potency, µM (titrated, usually from 57.7 µM), inactives show at the top dose activity change, negative = inhibition, hits mostly inhibitors; 100,000 compounds, 0.25% hits; note: potency is the fitted concentration of half-maximal effect; nearly all actives have a fitted effect of over 60% in size; many of its hits are not listed in these tables
Target sequence (Q8TD30 whole entry, looked up): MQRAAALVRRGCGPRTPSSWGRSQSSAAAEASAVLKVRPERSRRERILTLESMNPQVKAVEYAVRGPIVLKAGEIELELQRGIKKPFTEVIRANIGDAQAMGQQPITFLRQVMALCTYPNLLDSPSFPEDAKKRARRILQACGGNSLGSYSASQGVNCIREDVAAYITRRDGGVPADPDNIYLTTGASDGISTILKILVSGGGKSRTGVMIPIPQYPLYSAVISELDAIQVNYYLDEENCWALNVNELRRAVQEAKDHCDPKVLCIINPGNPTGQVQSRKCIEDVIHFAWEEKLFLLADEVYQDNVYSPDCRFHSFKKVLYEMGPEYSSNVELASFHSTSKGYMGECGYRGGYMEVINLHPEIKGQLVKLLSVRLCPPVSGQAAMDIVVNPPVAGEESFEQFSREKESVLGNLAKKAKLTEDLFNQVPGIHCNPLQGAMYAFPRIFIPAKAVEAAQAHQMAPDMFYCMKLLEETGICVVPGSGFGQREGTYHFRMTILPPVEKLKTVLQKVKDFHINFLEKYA
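Inhibition is scored from Amplex Red fluorescence generated when pyruvate oxidase and HRP act on pyruvate released by GPT2. Reactions contain 10ng/uL enzyme, 250uM a-KG and 2mM L-alanine and run 30 min at room temperature.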
The depositor's hits bear a star; i = inactive; u = inconclusive; x = no result given; & = joins results of further samples; [ ] = dose if it differs, or a comment. Unless noted, calls come from the whole dose curve; as a rule, active = well fitted curve in the direction sought with a large enough effect; inconclusive = small, poorly fitted or top-dose-only effect, or another doubt; inactive = no such curve, though single readings can be large; an effect the other way counts as inactive or inconclusive. Unless noted, % is set by controls: 0 for no effect and ±100 for the full control effect. Not all compounds are listed; count on the stated rates, not on these rows.

nr	structure	HEK293 tox	IP6K1 inhibitor	3T3 cytotox	FLuc inh	SNCA viab count	SNCA expr inhib	GPT2 inh
1	Clc1cc(N2CCOCC2)n2nccc2n1	-16.8%[172 µM]	11.0	-29.7%[138 µM]	-16.3%[172 µM]	12.9%[87.6 µM]	24.8%[87.6 µM]	u
2	CCCCc1ccc(NC(=O)CSc2nnc3[nH]c(=O)cc(C)n23)cc1	x	0.5	x	x	1.2%	8.3%	x
3	Cc1ccccc1CN1CCCn2nc(C)c(-c3cccnc3N3CCOCC3)c21	70.8µM*	4.7	u	-11.4%[172 µM]	6.1%[87.6 µM]	u	i
4	CC(=O)NCC1CCCN(C(=O)c2cc(Cn3ccc4ccccc43)[nH]n2)C1 (stereo not given)	-25.3%	1.6	-19.9%	6.5%	-15.9%	-3.8%	i
5	COc1nccc(N2CCC(CC(=O)NCc3ccc(F)cc3Cl)CC2)n1	u	-2.4	u	-5.3%	-6.1%	-10.6%	-15.9%
6	Cn1cccc1C(=O)NCC1(C)CCOCC1	-15.3%	-1.8	2.7%	-10.6%	13.0%	-13.5%	-0.7%
7	COc1ccc(CNC(=O)[C@@]23CCCC[C@H]2N(C)C(=O)CC3)cc1	-2.6%	-13.8	-7.3%	1.3%	-9.1%	-11.0%	i
8	CCOC(=O)c1ccc(NC(=O)c2c(NCc3cc(OC)c(OC)cc3OC)sc3c2CCCC3)cc1	x	-12.7	x	x	-17.1%	-26.6%	x
9	COc1ccc(-c2cnc([C@@H]3COCCN3C3CCCCC3)[nH]2)cc1	31.6µM*	-6.1	u	-2.0%[172 µM]	-9.4%[87.6 µM]	-7.8%[87.6 µM]	-9.6%[88.5 µM]
10	O=C(Nc1ccc(F)cc1F)N1CCC(Oc2ncccc2C(=O)N2CCOCC2)C1 (stereo not given)	7.1%	-0.2	i	6.3%	-5.8%	5.7%	1.1%

Full records as entered above. Values in the order: HEK293 tox | IP6K1 inhibitor | 3T3 cytotox | FLuc inh | SNCA viab count | SNCA expr inhib | GPT2 inh
Shown for O=C(Nc1ccc(F)cc1F)N1CCC(Oc2ncccc2C(=O)N2CCOCC2)C1 (stereo not given) : 7.1% | -0.2 | i | 6.3% | -5.8% | 5.7% | 1.1%
Shown for COc1nccc(N2CCC(CC(=O)NCc3ccc(F)cc3Cl)CC2)n1 : u | -2.4 | u | -5.3% | -6.1% | -10.6% | -15.9%
Shown for CC(=O)NCC1CCCN(C(=O)c2cc(Cn3ccc4ccccc43)[nH]n2)C1 (stereo not given) : -25.3% | 1.6 | -19.9% | 6.5% | -15.9% | -3.8% | i

Screen by screen, from the results shown.
Entries 1–9 in 3T3 cytotox, in turn: -29.7%[138 µM], x, u, -19.9%, u, 2.7%, -7.3%, x, u

Additional structures follow.
nr	structure	HEK293 tox	IP6K1 inhibitor	3T3 cytotox	FLuc inh	SNCA viab count	SNCA expr inhib	GPT2 inh
11	Cc1cccc(OCc2cc(=O)n3c(-c4ccccc4)csc3n2)c1C	x	-15.8	x	x	-8.8%	3.8%	x
12	CC(C)(C)c1ccc(-c2cc(C[C@H]3CNCC[C@H]3CC(=O)N3CCOCC3)no2)cc1	25.1µM*	3.4	u	9.8%[172 µM]	4.1%[87.6 µM]	-6.1%[87.6 µM]	-3.8%[88.5 µM]
13	Cc1nc(CN2Cc3nc(-c4ccc(Cl)cc4)ccc3OCC2=O)cs1	u	-11.7	u	-5.8%[172 µM]	-1.2%[87.6 µM]	-7.5%[87.6 µM]	-2.3%[88.5 µM]
14	Cc1cc(CN2C[C@@H](CO)[C@H](NC(=O)c3ccccc3)C2)n(C)n1	-2.3%	-3.3	i	-0.7%	-0.6%	-19.2%	i
15	Cc1ccc(NC(=O)CC2Oc3ccccc3NC2=O)cc1C (stereo not given)	x	-2.5	x	x	-13.0%	0.5%	x
16	COCC(=O)N1CC(N2C(=O)c3c(c(C)nn3-c3ccccc3)C2C2CC2)C1 (stereo not given)	-13.6%[172 µM]	6.3	112µM*	x	x	x	x
17	O=C(NC1CCN(c2ccc3nnc(C4CC4)n3n2)C1)c1ccc2c(c1)OCO2 (stereo not given)	-19.0%	24.1	-16.2%	x	x	x	x
18	CCOC(=O)COc1ccc(C)cc1C(=O)c1ccn2nc(-c3ccc(F)cc3)cc2n1	x	14.1	x	x	5.8%	2.7%	x
19	COc1ccccc1-c1cccc(-c2c(O)c3cc(C#N)c(Cl)cc3[nH]c2=O)c1	x	x	x	x	u	u	u
20	CC(C)CCn1c(=O)c2cccnc2n(CC(=O)Nc2ccc(F)cc2)c1=O	x	14.3	x	x	8.0%	u	x
21	COc1ccc(N2CCN(c3ncnc4onc(-c5ccc(F)cc5)c34)CC2)cc1	x	-3.1	x	x	-7.0%	-23.2%	x
22	Cc1cn2nc(C(=O)NCc3ccc(F)cc3F)cc2c(N2CCSCC2)n1	u	5.1	-18.7%	4.8%	-10.8%	-6.9%	i
23	Cc1c(C(=O)NCc2ccc(F)cc2)sc2nc(-c3ccc(F)cc3)cn12	x	7.0	x	x	-16.4%	-9.4%	x
24	Cc1cccc(C(=O)NCC(c2cccs2)S(=O)(=O)c2cccs2)c1 (stereo not given)	x	-15.3	x	x	-5.3%	7.0%	x
25	O=C(NCc1ccccc1)C1CCN(C(=O)c2ncn3c2COC(c2ccc(Cl)cc2)C3)CC1 (stereo not given)	11.1%	-3.2	i	u	8.1%	30.5%[activator]	i
26	COc1ccccc1CCC(=O)N(C)C1CCc2nn(C)c(=O)n2CC1 (stereo not given)	i	-3.8	3.9%	0.4%	-7.3%	14.8%	-5.1%
27	CCOc1ccc(CCCNC(=O)c2c(C)cc(C)n(C)c2=O)cc1OCC	0.3%	-14.8	0.3%	3.8%	0.6%	-26.5%	i
28	COc1cc(C2CC(=O)Nc3c2c(C)nn3-c2nncc(-c3ccccc3)n2)cc(OC)c1OC (stereo not given)	x	-3.3	x	x	11.0%	3.2%	x
29	CN1CCCN(C(=O)c2ccccc2C(F)(F)F)c2ccccc21	u	-5.1	-31.3%	-7.1%	9.2%	18.0%	i
30	CCOc1ccccc1C(=O)NCc1nnc2cc(-c3nc(C(C)C)no3)ccn12	u	32.9	u	9.3%	0.5%	5.4%	i
31	CN(C)C[C@@H]1CN(c2ncccn2)C[C@H]1NS(=O)(=O)Cc1ccc(F)cc1	i	7.5	-3.9%	-10.4%	-3.8%	-2.1%	i
32	O=c1n(Cc2ccccc2)nc2n1-c1ccccc1OC2	x	-13.8	x	x	20.7%	25.6%	x
33	CCOc1ccccc1CNC(=O)c1[nH]c2ccccc2c1Sc1ccccc1	x	-1.0	x	x	6.7%	3.4%	x
34	Cc1cccc2nc(C(=O)N3CCC(n4cc(C(C)(C)O)nn4)CC3)cn12	u	-9.1	u	5.3%	-16.8%	-17.2%	u
35	O=C(NC1CC1)c1ccccc1OC1CN(Cc2ccc(C(F)(F)F)cc2)C1	89.1µM*	-10.8	u	-16.8%	-1.5%	-28.3%	-3.5%
36	O=C(NCC1CCCCC1)c1nc2sccn2c1-c1ccc(F)cc1	-27.5%	7.1	u	x	4.4%	23.2%	i
37	COc1cccc(NC(=O)c2c(-c3ccc(C)cc3)nnc3ccccc23)c1	x	10.6	x	x	-5.3%	146.4%[activator]	x
38	O=C(NCCc1ccccc1)c1ccc2nccn2c1	-14.4%[172 µM]	17.2	-14.4%[138 µM]	x	0.2%[87.6 µM]	91.8%[activator][87.6 µM]	-4.0%[88.5 µM]
39	CN(C)C(=O)C1CN(c2cccc(Cl)c2)C(=O)N1 (stereo not given)	-8.0%&-7.7%[172 µM]	-11.7&0.5	-7.6%&2.2%[138 µM]	-7.0%&-0.7%[172 µM]	-4.3%&-22.9%[87.6 µM]	-0.5%&12.3%[87.6 µM]	-2.6%[88.5 µM]
40	CCc1ccccc1NC(=O)C(=O)NCC(c1cccnc1)N1CCN(c2ccccc2F)CC1 (stereo not given)	x	9.6	x	x	9.7%	43.7%[activator]	x
41	CCc1cccc(NC(=O)C2CCN(S(=O)(=O)c3ccc(Br)s3)CC2)c1	x	-9.9	x	x	-3.4%	-10.8%	x
42	COc1cccc(-n2cc(C(=O)NCCc3ccc(C)cc3)c3ccccc3c2=O)c1	x	2.4	x	x	u	5.2%	x
43	CCn1cc(S(=O)(=O)N2CCn3c(nn(CC4CC4)c3=O)C2)cn1	0.9%	8.6	i	-5.9%	7.6%	7.5%	-12.4%
44	COc1ccc(/C=C/C(=O)Nc2ccc(C)cc2)cc1	x	9.9	x	x	2.4%	135.7%[activator]	x
45	COc1cccc(CCC(=O)N2CCc3nn(CC4CC4)c(=O)n3CC2)c1	1.3%	-8.7	-11.6%	-0.3%	2.6%	-15.7%	2.2%
46	CC(c1ccon1)N(C)C(=O)c1cc(CN2CCC(Cc3ccccc3)CC2)on1 (stereo not given)	u	-6.2	u	6.3%	-0.8%	u	u
47	COCCOCC(=O)N1CCCN(Cc2ccncc2)C(c2ccccc2)CC(=O)NCC1 (stereo not given)	i	5.7	3.9%	-1.4%	6.4%	-11.0%	-20.0%
48	COCCCNC(=O)c1cc(-c2ccc(F)cc2)c2nncn2n1	-10.9%	-4.5	u	x	13.7%	16.1%	u
49	CC(=O)Nc1ccc(NC(=O)C2CC(=O)N(c3n[nH]c4cccc(F)c34)C2)cc1 (stereo not given)	-20.0%	-12.4	-6.0%	-5.3%	0.9%	-5.6%	4.9%
50	Cc1ccc(-c2ncc(C(=O)O)c(-c3ccncc3)n2)cc1	-5.6%	0.9	i	-10.1%	u	-13.5%	i
51	COc1ccc(-c2nc(C)nc3c2CN(C(=O)c2ccc(C)cc2)CC3)cc1	u	0.5	-21.1%	-1.4%	-18.2%	-4.2%	3.3%
52	CCc1cccc(NS(=O)(=O)c2cc(-c3cnc(C)o3)ccc2OC)c1	x	-14.5	x	x	u	-18.1%	x
53	CCC1CN(C(=O)Nc2cccc3c2CCCC3)c2cc(C)ccc2O1 (stereo not given)	x	20.8	x	x	-0.7%	-4.0%	x
54	CCCc1nc2ccccc2n2c(-c3cccc(C)c3)c3c(=O)n(C)c(=O)n(C)c3c12	x	-10.1	x	x	-4.7%	102.7%[activator]	x
55	COc1cccc(CCC(=O)Nc2ccc3ncnc(N4CCCC4)c3c2)c1	u	4.2	u	3.5%	-8.8%	9.5%	i
56	Cc1ccc(CN2CCCOCCNC(=O)CC2)o1	-9.1%	-3.6	-2.5%	-8.4%	2.4%	-11.7%	i
